# NCOA1 inh: inhibitors of human steroid receptor coactivator 1 (SRC1). Q15788. HEK293 GAL4-SRC1 luciferase reporter, luminescence. inhibition, % at 3.6 µM. hit rate 0.12% among 360,000;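 active means inhibition above the campaign mean plus 3 SD, with each screening campaign given its own cutoff, cut at about 60% in these data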;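 further: 0% = DMSO treated cells and 100% = gossypol at 36 µM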
# NR2F2 inh: inhibitors of human COUP-TFII (NR2F2). P24468. HEK293T NGFI-A luciferase reporter, luminescence. inhibition, % at 8.6 µM. hit rate 0.7% among 370,000. AID 686940;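 active means inhibition above a per-plate cutoff, mean inhibition of test wells between control levels plus 3 SD, cut at about 38% in these data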;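 further: cells cotransfected with COUP-TFII expression vector driving the NGFI-A reporter; 0% = median of COUP-TF2 test wells and 100% = reporter-only cells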
# Target sequence (P24468 whole entry, looked up): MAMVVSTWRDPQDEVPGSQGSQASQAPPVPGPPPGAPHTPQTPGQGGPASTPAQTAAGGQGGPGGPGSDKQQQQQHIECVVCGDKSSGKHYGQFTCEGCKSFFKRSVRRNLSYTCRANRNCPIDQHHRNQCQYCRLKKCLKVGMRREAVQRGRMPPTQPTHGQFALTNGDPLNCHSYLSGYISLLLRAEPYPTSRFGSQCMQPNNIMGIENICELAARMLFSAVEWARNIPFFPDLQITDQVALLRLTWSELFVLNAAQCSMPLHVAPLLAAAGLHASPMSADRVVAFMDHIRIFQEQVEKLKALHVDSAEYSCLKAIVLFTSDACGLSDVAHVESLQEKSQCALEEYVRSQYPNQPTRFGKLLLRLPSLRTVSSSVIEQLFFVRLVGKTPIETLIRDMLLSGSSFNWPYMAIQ
# Vif inh: HIV Vif inhibition; HEK293T cells, Vif self-association by quenched fluorescence, imaging, 24 h; AID 602346; hit rate 0.35% among 340,000; inhibition, % at 7.49 µM; in the data active means inhibition above about 50%, passing the limit was not always enough; further: some results filed as inactive read as strong as hits
# TLR9-MyD88 inh: blocks human TLR9 binding to MyD88; inhibition, % at 4.98 µM; Q9NR96+Q99836; hit rate 0.21% among 340,000; AID 504734; CHO BLA complementation TLR9-MyD88, CCF4 FRET ratio;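 active means inhibition above the mean over all tested compounds plus 3 SD, cut at about 21% in these data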;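 further: 0% = DMSO only wells and 100% = clavulanate BLA inhibitor control wells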
# TRAIL sens C8: caspase-8 TRAIL sensitization; inhibition (viability loss, TRAIL sensitization), % at 10 µM; hit rate 1% among 360,000; NB7+C8 cells + TRAIL, ATPlite viability luminescence;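 active means compounds causing at least 50% loss of cell viability in the single-dose screen, relative to plate controls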
# NR5A2 inv ag: suppresses constitutive activity of human LRH-1 | HEK293T StAR-luciferase reporter, LRH-1 transfected, 24 h | hit rate 0.13% among 360,000 | AID 602396 | inhibition, % at 3.6 µM | O00482;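 active means inhibition above the mean inhibition of all tested compounds plus 3 SD, cut at about 73% in these data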;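 further: 0% = DMSO wells and 100% = reporter-only cells lacking LRH-1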
# SRC2 inh: human SRC2 (NCOA2) inhibition; HEK293 GAL4-SRC2 luciferase reporter, luminescence; inhibition, % at 9 µM; hit rate 0.17% among 370,000;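 active means inhibition above the mean inhibition of all tested compounds plus 3 SD, set per campaign, cut at about 52% in these data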;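 further: 0% = DMSO treated cells and 100% = cells given Gossypol at 36 µM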
# LMP1 NFkB inh: reduces LMP1-driven NF-kappaB luciferase signal; LMP1-induced NF-kappaB luciferase reporter cells, luminescence; inhibition, % at 12.5 µM; hit rate 0.69% among 350,000; AID 504558; in the data active means inhibition above about 41%;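 further: 0% = neutral control wells and 100% = reference inhibitor control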
# NCOA3 inh: human NCOA3 inhibition. Q9Y6Q9. inhibition, % at 3.6 µM. HEK293 GAL4-SRC3 luciferase reporter, luminescence. hit rate 0.17% among 360,000. AID 588352;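 active means inhibition above a per-campaign cutoff, the mean of all compounds plus 3 SD, cut at about 60% in these data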;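 further: 0% = DMSO-treated cells and 100% = gossypol-treated cells at 36 µM; higher means less SRC3-driven luciferase light from the GAL4 reporter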
# TROY NFkB inh: TROY signaling inhibition. Q293 LMP1-TROYcd NF-kB luciferase reporter, 4 h. inhibition, % at 10 µM. hit rate 0.98% among 360,000;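 active means compounds whose plate-normalised and pattern-corrected inhibition of the luciferase reporter signal at the single screening dose is 50% or more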
# NOD2 RIPK2 PPI: inhibitors of human NOD2-RIPK2 interaction. O43353. CHO BLA complementation NOD2-RIPK2, CCF4 ratio. inhibition, % at 4.98 µM. hit rate 0.38% among 360,000. AID 624267; in the data active means inhibition above about 21%;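 further: 0% = vehicle only and 100% = reference blocker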
# Target sequence (O43353 whole entry, looked up): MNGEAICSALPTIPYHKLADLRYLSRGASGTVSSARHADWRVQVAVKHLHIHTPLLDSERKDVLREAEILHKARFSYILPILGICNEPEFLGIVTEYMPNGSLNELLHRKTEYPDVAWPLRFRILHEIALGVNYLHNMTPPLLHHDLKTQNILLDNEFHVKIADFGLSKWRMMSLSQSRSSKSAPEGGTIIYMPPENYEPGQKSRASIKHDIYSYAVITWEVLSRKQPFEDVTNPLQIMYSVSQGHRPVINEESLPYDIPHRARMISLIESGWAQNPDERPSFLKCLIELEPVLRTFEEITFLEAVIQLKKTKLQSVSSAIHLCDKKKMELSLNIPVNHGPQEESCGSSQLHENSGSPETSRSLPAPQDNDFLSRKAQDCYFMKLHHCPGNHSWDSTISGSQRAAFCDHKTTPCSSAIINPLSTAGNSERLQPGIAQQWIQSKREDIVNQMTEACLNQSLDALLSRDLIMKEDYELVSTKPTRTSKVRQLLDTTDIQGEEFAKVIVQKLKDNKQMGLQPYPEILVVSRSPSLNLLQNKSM
# Active calls of the source: *; nt = no result given. An excerpt; the hit share may differ from the screen's.
SMILES,NCOA1 inh,NR2F2 inh,Vif inh,TLR9-MyD88 inh,TRAIL sens C8,NR5A2 inv ag,SRC2 inh,LMP1 NFkB inh,NCOA3 inh,TROY NFkB inh,NOD2 RIPK2 PPI
Nc1n[nH]c(C2CC2)c1N=Nc1ccc(Cl)c(Cl)c1,4,18,18,nt,5,4,-12,nt,-1,-23,-4
CN1C(=O)C(CC(=O)NCCc2ccccc2)N(NC(=O)c2cccc(F)c2)C1=S (centres undefined),4,3,-5,3,-4,-18,-16,11,5,-3,-4
CN1CCN(NC(=O)Nc2ccc(F)cc2)CC1,-9,-10,12,2,-8,-8,-10,4,10,-3,-7
CCN1CCN(C(=S)c2ccc(-c3ccccc3)cc2)CC1,28,26,2,-13,-1,11,71*,1,18,5,-6
O=C(COC(=O)C12CC3CC(CC(O)(C3)C1)C2)Nc1ccc(OC(F)F)cc1,-28,-30,-10,9,0,0,-43,-9,-21,-74,-1
Cc1ccc(C(=O)COC(=O)CNC(=O)COc2ccccc2C)cc1C,1,11,5,8,13,-8,4,2,11,6,6
Cc1cc2c(s1)c1cnn(Cc3ccccc3F)c(=O)c1n2C,-3,6,-16,11,-11,3,4,-9,2,5,6
COc1cc(N2C(=O)C=CC2=O)c(OC)cc1Cl,-3,-5,-2,17,-16,11,-1,8,11,-17,51*
Cc1cc(N/N=C/c2ccccc2)nc(NCc2ccccc2)n1,-44,-5,0,-3,55*,-25,-32,2,-24,-8,6
Cc1ccc(S(=O)(=O)CC(=O)NC2CC2)cc1,-17,14,13,4,-3,-7,-4,0,-7,9,-5
COc1cccc(CN(C(=O)c2cccc(OC)c2)C2CCS(=O)(=O)C2)c1 (centres undefined),2,-10,-7,-3,18,6,14,-4,7,-23,4
COc1ccc(C)cc1NC(=O)C1CCC(CNc2c(N3CCOCC3)c(=O)c2=O)CC1 (centres undefined),1,16,7,-1,0,19,-8,6,4,-1,-4
COc1cccc2sc(Nc3nc4ccc(NC(C)=O)cc4s3)nc12,-39,21,-8,-17,21,-4,-19,-1,13,-40,-8
COc1ccc(-c2cn[nH]c2N)c(OC)c1,33,-20,-8,0,-13,-4,-15,10,37,14,-15
COC(=O)C1=C(C)N(c2ccc(Br)cc2)C(=O)/C1=C\c1ccco1,-18,2,4,-10,-9,7,-15,2,0,7,-16
O=C(Nc1ccc(F)c(Cl)c1)Nc1nnc([C@@H]2O[C@H](CO)[C@@H](O)[C@H]2O)s1,15,-1,14,nt,-10,-1,31,nt,9,14,2
COc1ccc(Cl)c(-c2cc(C(=O)Nc3ccc(F)cc3)[nH]n2)c1,-70,-29,1,nt,20,-88,-61,nt,-61,-10,11
O=C(COc1ccc(S(=O)(=O)N2CCOCC2)cc1)NCc1ccccn1,1,-22,2,-2,-5,15,9,-1,-4,2,-3
CC(=O)c1nn(-c2ccccc2)cc1C(=O)c1ccc(Br)cc1,-23,17,-1,1,-10,10,13,1,-2,-1,4
CN1/C(=C/C(=S)NC(=O)C2CCC2)C(C)(C)c2ccccc21,5,-9,-6,1,-5,0,15,-2,11,24,-7
COc1cccc(-c2nc(-c3ccccc3)[nH]c(=O)c2C#N)c1,-9,1,23,3,-8,-17,-13,7,-2,5,10
N#Cc1cnc(SCC(=O)c2ccccc2)nc1N,-14,-2,8,-3,14,-6,-10,-12,-20,-16,10
CCN(C(=O)COC(=O)CNC(=O)c1ccc(C)cc1)c1c(N)n(Cc2ccccc2)c(=O)[nH]c1=O,2,7,17,0,-2,-1,-5,1,-9,-6,4
Cc1ccc(C(=O)NCCN2CCN(C(=O)c3ccc(C)c(C)c3)CC2)cc1C,-6,-1,-1,-15,-6,-4,-16,-2,13,-3,0
O=C(COC(=O)CCC(=O)c1cccs1)Nc1ccccc1C(F)(F)F,4,2,23,-5,-5,1,0,-5,3,1,13

# Records above shown as hits in NOD2 RIPK2 PPI:
mol,NCOA1 inh,NR2F2 inh,Vif inh,TLR9-MyD88 inh,NR5A2 inv ag,SRC2 inh,LMP1 NFkB inh,NCOA3 inh,NOD2 RIPK2 PPI
COc1cc(N2C(=O)C=CC2=O)c(OC)cc1Cl,-3,-5,-2,17,11,-1,8,11,51*

# Back to the main list with the two entries that preceded the break.
SMILES,NCOA1 inh,NR2F2 inh,Vif inh,TLR9-MyD88 inh,TRAIL sens C8,NR5A2 inv ag,SRC2 inh,LMP1 NFkB inh,NCOA3 inh,TROY NFkB inh,NOD2 RIPK2 PPI
Cc1ccc(C(=O)NCCN2CCN(C(=O)c3ccc(C)c(C)c3)CC2)cc1C,-6,-1,-1,-15,-6,-4,-16,-2,13,-3,0
O=C(COC(=O)CCC(=O)c1cccs1)Nc1ccccc1C(F)(F)F,4,2,23,-5,-5,1,0,-5,3,1,13
Cc1cc(C)cc(NC(=O)c2ccc(NC3=NC4CS(=O)(=O)CC4S3)cc2)c1 (centres undefined),-9,-8,7,6,-11,8,-7,-1,-1,-6,-20
N#CCSc1nnc(COc2ccc3ccccc3c2)o1,-5,-3,-5,-7,-8,-10,-7,-11,-7,-55,-12
COCC(=O)NNS(=O)(=O)c1ccccc1[N+](=O)[O-],-10,13,-4,9,1,0,7,2,0,-2,-2
CC1(C)OC(c2ccccc2)=C/C(=C/C=Nc2ccccc2)O1,2,8,21,-6,-4,27,15,9,-9,-13,2
COC(=O)CNC(=O)COC(=O)C(Cc1ccccc1)NC(=O)c1ccco1 (centres undefined),-1,3,0,-6,-7,0,-9,-6,5,-4,-4
Cn1c(=O)[nH]c(=O)c2c1nc(NCc1ccccc1)n2CC(O)c1ccccc1 (centres undefined),4,8,21,-10,-17,3,-13,4,-17,11,-1
CN(C(=O)c1cccc(NC(=O)Cc2ccc([N+](=O)[O-])cc2)c1)C1CCC1,11,33,-10,-4,6,7,17,17,20,8,4
C#CCN(C[C@H]1[C@H](OC(=O)NC2CC2)[C@H](OC(=O)NC2CC2)C[C@H]2C(=O)N(c3ccccc3)C(=O)[C@@H]12)S(=O)(=O)c1ccc(C)cc1,7,-4,1,-11,-4,-9,-3,-3,11,-25,-1
O=C(CNC(=O)c1ccccc1)NCCO,-3,-15,18,-6,-3,5,6,8,1,5,-1
Cc1cc(C)cc(NC(=O)CSc2nc3ccccc3nc2N2CCCCC2)c1,2,1,nt,-5,-7,-3,-15,-14,4,-11,7
Cc1cnc(C(=O)OCC(=O)NCCc2ccccc2)cn1,2,15,21,3,8,37,-13,-8,-11,-9,0
CCN(C(=O)c1sc(N)c(C#N)c1C)C1CCCCC1,16,3,8,-2,-6,-10,0,-1,10,nt,0
CC1=C(C(N)=O)C(c2cccs2)n2nc(-c3cccc(Cl)c3)nc2N1 (centres undefined),-9,nt,-8,11,-10,-14,nt,-9,0,-1,0
CCOc1ccc(NC(=S)Nc2cc(C)[nH]n2)cc1,-13,-2,-6,2,3,-49,-51,-14,-21,-40,8
CN(C(=O)c1ccncc1)c1nnc(-c2ccccn2)s1,-77,-32,-3,-1,-10,-58,-36,-6,-32,-27,3
CC1CN(C(=O)c2cccc(S(=O)(=O)Nc3ccccc3Cl)c2)CC(C)O1 (centres undefined),4,0,8,-7,4,-3,-12,4,-16,8,6
COc1cc(/C=C2\SC(=S)N(NS(=O)(=O)c3ccc(C)cc3)C2=O)ccc1O,3,17,-3,5,-7,10,7,0,-6,18,-4
CCN(C(=O)c1cc([N+](=O)[O-])ccc1NCc1cccnc1)c1ccccc1,12,-28,4,6,2,-15,-69,6,3,-6,3
CC(C)c1nc(NCCN2CCOCC2)c(C#N)c2c1COC(C)(C)C2,4,9,13,-6,-4,4,-25,4,1,21,-1
CC(C(=O)O)N1c2cccc3cccc(c23)S1(=O)=O (centres undefined),-13,-5,-5,-2,-20,7,-8,2,-19,-4,-12
O=C(COc1ccc2c(c1)oc(=O)c1ccccc12)NCCCN1CCOCC1,-52,5,5,1,-3,7,-15,-2,-2,-9,-8
CN(CC(=O)Nc1ccc(Cl)c(C(F)(F)F)c1)C(=O)C1(c2ccccc2)CC1,1,3,-1,1,6,9,-9,7,3,17,1
NC(=O)c1ccsc1NC(=O)c1cccs1,-25,-14,-2,-12,14,-92,-21,-16,-44,-61,-3
CSc1ccc(/C=C/C(=O)OCC(=O)NCC2CCCO2)cc1 (centres undefined),-30,-10,1,3,5,-5,-17,6,10,-8,2
CCOC(=O)C1C(=O)OC2(CCCC2)C1C(=O)OCC (centres undefined),9,2,6,2,-10,-15,-11,-5,5,-8,-8
CCNc1nc(NOC)nc(OCC#N)n1,10,3,4,16,-5,8,1,-3,3,-25,-6
CC(C)C(C)(C#N)NC(=O)COC(=O)C1CCN(S(=O)(=O)c2ccc3c(c2)OCCO3)CC1 (centres undefined),-4,18,4,-7,-15,-2,17,1,2,-13,0
COc1cccc(CC(NC(C)=O)C(=O)NC2CCN(S(=O)(=O)c3cccc4ccccc34)CC2)c1 (centres undefined),9,22,-3,3,9,11,-9,1,-4,-7,-10
CSc1ccc(CN2CCC(C)(Oc3ccc(F)cc3)C2)cc1 (centres undefined),13,17,2,nt,-10,8,-21,nt,2,-4,-9

# Five compounds from above, limited to TRAIL sens C8.
smiles | TRAIL sens C8
COc1cc(/C=C2\SC(=S)N(NS(=O)(=O)c3ccc(C)cc3)C2=O)ccc1O | -7
CCN(C(=O)c1cc([N+](=O)[O-])ccc1NCc1cccnc1)c1ccccc1 | 2
CC(C)c1nc(NCCN2CCOCC2)c(C#N)c2c1COC(C)(C)C2 | -4
CC(C(=O)O)N1c2cccc3cccc(c23)S1(=O)=O (centres undefined) | -20
O=C(COc1ccc2c(c1)oc(=O)c1ccccc12)NCCCN1CCOCC1 | -3

# As a working copy, two of the compounds above:
SMILES,NCOA1 inh,NR2F2 inh,Vif inh,TLR9-MyD88 inh,TRAIL sens C8,NR5A2 inv ag,SRC2 inh,LMP1 NFkB inh,NCOA3 inh,TROY NFkB inh,NOD2 RIPK2 PPI
Cc1cc(C)cc(NC(=O)CSc2nc3ccccc3nc2N2CCCCC2)c1,2,1,nt,-5,-7,-3,-15,-14,4,-11,7
Cc1cnc(C(=O)OCC(=O)NCCc2ccccc2)cn1,2,15,21,3,8,37,-13,-8,-11,-9,0
